PDI inh = inhibitors of human PDI, primary screen, biochemical, turbidity, single point, plate reader; Protein disulfide-isomerase (Homo sapiens), P07237; PDI insulin aggregation turbidity, A650, 90 min; inhibition, % at 10 µM; actives 0.052% (n = 350,000); AID 588391, 2011;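 active means mean inhibition across replicates of 30% or more, whatever share of single replicates reach that level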;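 further: absorbance from insulin aggregation driven by PDI reduction with DTT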
MC4R ag barr = MC4R agonists recruiting beta-arrestin, primary screen, cell-based, luminescence, agonist arm of biased-ligand search. U2OS MC4R beta-arrestin complementation; percent of melanotan II response, DMSO zero. activation, % at 8.9 µM. actives 0.98% (n = 360,000). AID 540308, 2011;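 active means activation above a per-plate cutoff, the mean activation of sample wells on that plate plus 3 SD, cut at about 8% in these data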
Target sequence (P32245 whole entry, looked up): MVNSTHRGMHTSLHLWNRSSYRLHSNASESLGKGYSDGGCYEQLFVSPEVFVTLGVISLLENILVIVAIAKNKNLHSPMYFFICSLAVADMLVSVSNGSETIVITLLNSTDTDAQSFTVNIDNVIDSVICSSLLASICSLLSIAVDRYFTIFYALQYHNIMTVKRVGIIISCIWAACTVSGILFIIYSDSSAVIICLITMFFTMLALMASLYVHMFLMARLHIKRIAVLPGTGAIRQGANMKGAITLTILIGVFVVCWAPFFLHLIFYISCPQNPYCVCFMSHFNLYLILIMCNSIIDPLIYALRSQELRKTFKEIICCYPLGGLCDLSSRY
MC4R antag cAMP = MC4R antagonists of cAMP signaling, primary screen, cell-based, TR-FRET, antagonist arm of biased-ligand search | Melanocortin receptor 4 (Homo sapiens), P32245 | MC4R-expressing cells, MTII-stimulated cAMP, LANCE TR-FRET | inhibition, % at 6.5 µM | actives 0.48% (n = 360,000) | AID 540295, 2011;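 active means inhibition above its plate's cutoff, the mean of tested wells on that plate plus 3 SD, cut at about 29% in these data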;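 further: 0% = Melanotan II alone and 100% = Melanotan II plus saturating MCL0020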
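Assay system: human MC4R-expressing U2OS cells; reagent: Melanotan II stimulation of cells; dosing: 6.5 µM single dose; timing: compound 30 min, challenge 1 h, detection 1 h; signal: TR-FRET cAMP assay; replicates: one well per compound, no replicates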
ABHD5-PLIN5 inh = ABHD5-PLIN5 interaction inhibitors, primary screen, cell lysate, split luciferase complementation, luminescence; Perilipin-5 (Homo sapiens) + 1-acylglycerol-3-phosphate O-acyltransferase ABHD5 (Homo …; Split G. princeps luciferase complementation, 4 h; inhibition, % at 4 µM; actives 0.78% (n = 360,000); AID 602281, 2012;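 active means inhibition above the mean inhibition across every tested compound plus 3 SD, cut at about 22% in these data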;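 further: 0% = DMSO only wells and the 100% control is not disclosed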
m5-HT2A agonist = mouse Htr2a agonists via beta-arrestin recruitment, primary screen, cell-based, luminescence. CHO-K1 mHTR2A beta-arrestin complementation; percent of 30 µM serotonin response. activation, % at 7.6 µM. actives 0.66% (n = 360,000). AID 624169, 2012;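 active means activation above a run cutoff, the mean activation of all tested compounds plus 3 SD, cut at about 14% in these data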;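 further: 0% = plate median of compound wells and 100% = 30 µM serotonin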
Target sequence (P35363 whole entry, looked up): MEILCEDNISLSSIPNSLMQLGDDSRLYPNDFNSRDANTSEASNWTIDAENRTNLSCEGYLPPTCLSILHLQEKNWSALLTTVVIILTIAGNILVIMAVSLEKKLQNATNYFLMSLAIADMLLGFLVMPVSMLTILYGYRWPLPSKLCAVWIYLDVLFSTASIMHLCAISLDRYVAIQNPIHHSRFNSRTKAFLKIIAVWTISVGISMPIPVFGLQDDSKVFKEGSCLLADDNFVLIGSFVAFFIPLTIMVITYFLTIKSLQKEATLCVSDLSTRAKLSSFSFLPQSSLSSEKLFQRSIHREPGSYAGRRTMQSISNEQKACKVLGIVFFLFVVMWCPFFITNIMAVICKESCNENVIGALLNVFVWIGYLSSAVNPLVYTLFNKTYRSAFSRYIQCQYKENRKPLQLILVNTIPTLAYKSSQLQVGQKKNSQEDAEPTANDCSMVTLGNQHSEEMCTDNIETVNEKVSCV
Granule exo inh = LAMP-1 surface exposure blockers, TALL-104 cells – cell-based, flow cytometry, MLPCN library, primary screen | actives 0.66% (n = 360,000) | inhibition, % at 10 µM | TALL-104 LAMP-1 surface exposure; cells stimulated with thapsigargin and PMA | AID 651702, 2012;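 active means inhibition above about 55%, limit read from the data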
ABCB6 inh MLPCN = ABCB6 transporter inhibitors, primary screen, K562-ABCB6 cells, flow cytometry, MLPCN library; ATP-binding cassette sub-family B member 6 (Homo sapiens), Q9NP58; K562-ABCB6 porphyrin accumulation, 1 h; hits give low values; fluorescence ratio to DMSO, % at 10 µM; actives 0.19% (n = 360,000); AID 602162, 2011;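 active means fluorescence ratio to DMSO below 75%, the collection mean minus 3 SD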;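 further: signal is porphyrin accumulated inside mitochondria; 100% equals median channel fluorescence of DMSO control wells; lower ratio means ABCB6 inhibition with less porphyrin fluorescence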
CaV13 FRET inh = Primary screen for inhibitors of IQ motif and Ca2+-dependent inactivation inhibitor domain binding in CACNA1D, Förster resonance energy transfer in living cells, …. HEK cells, CFP/YFP FRET ICDI-IQ, plate reader, 10 min; percent FRET-ratio fall versus neutral wells. inhibition, % at 12.3 µM. actives 0.098% (n = 340,000);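 active means mean replicate inhibition of at least 30% and at least 1% of replicates passing that level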;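 further: 0% = median of the neutral control wells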
Cardio protect = cardioprotection against H2O2-induced cell death, primary screen, uHTS, H9c2 cells, ATPLite luminescence. H9c2 cardiomyocytes, H2O2 injury protection, 2 h. protection from H2O2 cell death, % at 20 µM. actives 0.63% (n = 360,000);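 active means compounds giving at least 50% protection of heart cells from peroxide-induced death in the single-dose screen, raw or plate-pattern-corrected value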;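 further: 0% = DMSO wells with peroxide and 100% = DMSO wells without peroxide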
Glyco luc inh = increase of ERlucT glycosylation luciferase signal, primary screen, N-linked glycosylation inhibitor project, D54 ERlucT cells, luminescence, set 2; D54 ERlucT glycosylation luciferase reporter, 24 h; percent of 100 nM tunicamycin response; reporter increase, % at 12.5 µM; actives 0.23% (n = 360,000);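 active means mean luciferase reporter signal, scaled so untreated is 0 and the glycosylation-blocking control 100, at or above a set limit in every replicate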;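 further: luciferase carries N-glycosylation sites so blocking glycosylation raises the light; 0% = median of neutral control wells and 100% = median of 100 nM tunicamycin wells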
Active calls of the source: *; . = no result given.

SMILES | PDI inh | MC4R ag barr | MC4R antag cAMP | ABHD5-PLIN5 inh | m5-HT2A agonist | Granule exo inh | ABCB6 inh MLPCN | CaV13 FRET inh | Cardio protect | Glyco luc inh
COc1cccc2cc(S(=O)(=O)c3ccc(C)cc3)/c(=N/NS(=O)(=O)c3ccc(C)cc3)oc12 | -2.9 | -1.6 | 7.1 | 0.4 | 1.2 | -1.9 | 101.0 | -6.4 | -7.1 | -2.5
COc1ccc(NC(=O)c2nc(S(=O)(=O)Cc3cccc(C)c3)ncc2Cl)c(OC)c1 | -5.3 | -2.8 | -1.3 | 14.6 | -2.7 | 24.2 | 151.0 | -2.6 | -11.2 | -12.5
CCNC(=O)COC(=O)CNC(=O)c1cc(Cl)cc([N+](=O)[O-])c1 | -3.0 | -3.0 | 1.5 | 2.5 | -1.2 | 1.2 | 95.0 | -3.1 | -2.9 | 1.0
CC(=O)c1ccc(S(=O)(=O)N2CCN(CCOc3ccc(Br)cc3)CC2)cc1 | 1.4 | 6.7 | -2.5 | 4.4 | -8.4 | -3.8 | 92.0 | -16.3 | -16.3 | 2.3
COc1ccc(-c2nc(NC(=O)c3n[nH]c(=O)c4ccccc34)sc2C)cc1 | -2.7 | 14.4* | 5.2 | -0.6 | -2.8 | -5.8 | 100.0 | -5.1 | -12.1 | 1.1
Cc1ccc(C)c(C(C)NC(=O)CC#N)c1 (configuration not stated) | 2.8 | -0.2 | 12.3 | 5.6 | 0.1 | 1.4 | 103.0 | 2.0 | 2.1 | -1.1
COc1ccc2[nH]c3c(=O)n(CCCCC(=O)NCCC(C)C)c(=S)[nH]c3c2c1 | -5.5 | -4.8 | 3.5 | -1.4 | -1.5 | 4.9 | 98.0 | -4.6 | -1.2 | 2.2
CCN1CCN(C(c2cccs2)C(C)NC(=O)c2ccccc2OC)CC1 (configuration not stated) | . | 0.3 | 0.1 | -0.8 | -3.5 | -2.8 | 100.0 | -5.5 | 4.8 | -4.2
CC(C)c1nn(-c2cc(C(F)(F)F)ccn2)c(=O)o1 | 1.6 | -1.6 | -1.0 | -0.2 | -0.4 | -1.5 | 105.0 | -19.1 | 0.2 | 1.5
O=S(=O)(Nc1cccnc1)c1ccc(Cl)c(C(F)(F)F)c1 | -0.7 | -0.7 | 0.7 | 7.9 | 4.1 | -1.6 | 99.0 | -3.9 | 0.2 | 0.4
COc1cc(C(C(=O)NC2CCCCC2)N(C(=O)c2snc(C(N)=O)c2N)c2ccc(C)cc2)ccc1O (configuration not stated) | 12.1 | -2.7 | 5.8 | 4.8 | 5.0 | 8.1 | 96.0 | -2.5 | 0.8 | -6.5
CC1C(=O)N(Cc2cn(CCC3OCCCO3)nn2)CCS(=O)(=O)N1Cc1ccc(-c2ccc(F)cc2)cc1 (configuration not stated) | -3.8 | 0.5 | 2.0 | 10.8 | -1.8 | 3.5 | 92.0 | -8.8 | -0.8 | -2.1
COC(=O)COc1ccc2cc(-c3ccc(OC)cc3)c(=O)oc2c1 | 5.1 | 0.3 | 38.8* | -15.8 | -1.9 | 4.6 | 111.0 | -7.3 | 4.1 | -1.5
Cc1ccc(C)c(NS(=O)(=O)c2ccc(-c3coc(C)n3)cc2)c1 | -3.9 | -0.1 | -4.3 | 3.5 | -3.9 | -12.3 | 104.0 | -5.1 | -5.2 | -0.5
O=C(O)CCc1ccc(-c2ccc(Br)cc2)n1Cc1ccco1 | -3.1 | -2.2 | 5.9 | 6.6 | 0.3 | -2.8 | 103.0 | -7.9 | 0.1 | 1.4
CCCCN1C(=O)C2NN=C(C(=O)OCC)C2C1=O (configuration not stated) | -3.6 | -1.5 | -0.8 | 5.3 | 2.5 | -1.8 | 96.0 | -5.4 | 8.8 | 0.2
O=C(Nc1ccc(Nc2ccncc2)cc1)c1ccc([N+](=O)[O-])cc1 | 1.6 | -2.6 | -1.2 | 2.6 | 0.1 | -2.0 | 95.0 | -3.5 | -18.2 | -18.4
COC(=O)CCCCCc1ccc(C(C)=O)s1 | 0.2 | 0.3 | 15.3 | 0.2 | -0.3 | -1.3 | 91.0 | -4.6 | -2.1 | 0.9
CCCc1ccc(-c2cc(C(=O)NN3CCOCC3)c3ccccc3n2)cc1 | 9.8 | 0.2 | -3.8 | 8.5 | -2.7 | -2.8 | 100.0 | -9.8 | -8.6 | 1.3
O=[N+]([O-])c1ccc(/C([O-])=C(/C(=S)Nc2ccccc2F)[n+]2ccccc2)cc1 | 0.9 | -2.8 | 2.9 | -5.2 | -2.9 | -1.9 | 100.0 | -6.4 | 3.3 | -2.0
CC1(C)N([O-])C(c2ccccc2)=C[N+](=O)C1(C)C | 4.4 | -1.2 | -4.7 | 2.4 | 1.8 | -0.3 | 91.0 | -5.3 | 1.4 | 0.2
O=C1/C(=C/c2ccccc2)CCCc2ccccc21 | 3.7 | -0.8 | -2.4 | -5.1 | -8.5 | 2.4 | 97.0 | -5.6 | -5.4 | -0.9
CC(C)N(Cc1ccccc1)C(=O)COC(=O)c1c(F)cccc1F | 1.7 | -1.3 | 0.7 | 6.5 | -3.7 | 21.3 | 97.0 | -5.0 | 8.2 | -0.7
CCOC(=O)c1cn2nc(Oc3ccc(OC)cc3)ccc2n1 | -4.8 | 0.0 | -2.0 | 3.4 | -1.2 | 0.5 | 95.0 | -6.0 | 17.6 | 0.1
Clc1ccc(-c2ccc(-c3nn4c(-c5ccco5)nnc4s3)o2)cc1 | 6.5 | 6.7 | 12.9 | 4.4 | 6.7 | 3.4 | 99.0 | -5.5 | 25.5 | 4.3
Cc1ccc(CNC(=O)c2cc3c(-c4ccc(Cl)cc4)nn(C)c3s2)o1 | 4.5 | 0.9 | 6.0 | 5.3 | 1.2 | 1.2 | 99.0 | 7.2 | 1.7 | -1.1
CCOC(=O)c1ccc(NC(=O)c2nc[nH]c2C(=O)NC[C@@H](C)O)cc1 | 5.2 | -3.7 | 0.6 | -6.7 | 1.2 | 1.1 | 100.0 | -3.7 | 4.6 | 1.4
C/C(=N\NC(=S)Nc1cccc(C)c1)c1cccc(N)c1 | 9.2 | -3.0 | 2.1 | -19.7 | 0.8 | -3.3 | 88.0 | -3.3 | 18.0 | 0.1
Cc1ccc(S(=O)(=O)Nc2nc3ccc(N)cc3s2)cc1 | 2.3 | -0.8 | -2.3 | 2.7 | 2.7 | 8.0 | 102.0 | -3.9 | -1.0 | -0.8
Cc1ccc(OCCN(C)C(=O)CC2C(=O)NCCN2CC(C)(C)C)cc1 (configuration not stated) | 5.5 | -0.1 | 4.8 | -3.6 | -4.4 | -2.8 | 101.0 | -5.1 | 4.8 | 2.4
COc1ccc2[nH]c3c(NCCN(C(C)C)C(C)C)ncnc3c2c1 | 7.0 | -3.1 | 0.5 | -5.0 | 1.7 | -2.5 | 90.0 | . | 4.8 | 23.0
Cc1cc(C(=O)OCn2nnc3ccccc3c2=O)c(C)o1 | -6.9 | 1.4 | 1.0 | 1.3 | -2.8 | 3.2 | 102.0 | -2.8 | 3.1 | -1.4
CCN(CC)c1ccc(C2NCC(c3ccc([N+](=O)[O-])cc3)O2)cc1 (configuration not stated) | -1.4 | 0.5 | 4.5 | 4.5 | -0.5 | 15.0 | 109.0 | . | -0.6 | 0.4
Cc1ccc(N(CC(=O)NCCc2ccc(F)cc2)S(=O)(=O)c2ccc(Cl)c([N+](=O)[O-])c2)c(C)c1 | 14.4 | 2.8 | 24.4 | 7.0 | -11.7 | 39.6 | 82.0 | -2.1 | -14.0 | -0.6
Cc1ccc(NC(=O)CSc2nnc(C)n2-c2ccccc2)cc1 | 7.4 | -0.9 | 6.6 | -7.0 | -1.7 | -1.0 | 91.0 | 0.7 | 5.8 | 1.8
O=C(COC(=O)c1ccc2c(c1)OCO2)NC1CCCCC1 | 8.7 | 0.1 | 17.6 | -4.0 | 5.7 | -2.6 | 102.0 | -14.2 | -3.0 | 1.5
O=C(c1ccc(-c2ccccc2)c(F)c1)C1CCCN(CCCn2cccn2)C1 (configuration not stated) | -1.1 | -1.7 | 5.8 | 5.8 | -10.3 | 25.4 | 99.0 | 3.5 | -4.2 | -2.4
O=C(Cc1ccccc1F)Nc1ccccc1-c1ccccc1 | -3.5 | -0.6 | 19.9 | -5.7 | -5.1 | 3.4 | 92.0 | . | 7.4 | -0.4
OC(c1ccccc1)C(NCCNCc1ccccc1)c1ccccc1 (configuration not stated) | 7.2 | 0.3 | 2.1 | 5.6 | -6.7 | -23.2 | 101.0 | -11.0 | 4.5 | -5.6
C/C(=N\OCC(=O)Nc1ccccc1Br)c1cccs1 | 6.0 | 4.2 | 11.7 | -4.4 | 7.0 | -11.5 | 97.0 | 0.3 | -22.1 | -2.6
Cc1cc(C(C)(C)C)nc2[nH]n(-c3ccccc3)c(=O)c12 | -0.1 | -2.3 | -2.0 | 0.7 | 1.3 | 2.9 | 95.0 | -4.5 | -4.6 | 2.6
COC1CCCN(C(=O)c2ccc(OC3CCN(S(=O)(=O)N(C)C)CC3)cc2)C1 (configuration not stated) | -1.8 | -3.1 | 0.4 | 0.1 | -4.3 | 4.6 | 104.0 | -2.6 | -4.8 | 0.3
COc1ccc(/C=N/NC(=O)Cn2cnc3c2c(=O)n(C)c(=O)n3C)c(OC)c1OC | 2.8 | -1.8 | -1.2 | 2.1 | 1.6 | 0.1 | 97.0 | -20.8 | 4.1 | 2.7
Cc1ccc(N2C(=O)CC(Sc3ccccc3C(=O)O)C2=O)c([N+](=O)[O-])c1 (configuration not stated) | 14.3 | -0.4 | -1.7 | 13.3 | -2.5 | 0.4 | 98.0 | -4.3 | 11.9 | -1.0
COc1ccc(Nc2ccc(Cl)cc2)c(C(=O)O)c1 | 4.3 | 0.9 | 13.2 | -3.8 | -0.1 | 6.1 | 97.0 | -4.7 | 1.5 | 0.2
O=C(NCc1ccccc1)C(c1ccccc1)N(C(=O)c1csnn1)C1CC1 (configuration not stated) | -19.0 | -2.0 | 3.0 | 1.9 | 2.7 | 0.3 | 97.0 | -4.7 | 5.3 | -0.1

For convenience, part of the list above.
SMILES | PDI inh | MC4R ag barr | MC4R antag cAMP | ABHD5-PLIN5 inh | m5-HT2A agonist | Granule exo inh | ABCB6 inh MLPCN | CaV13 FRET inh | Cardio protect | Glyco luc inh
COc1ccc(Nc2ccc(Cl)cc2)c(C(=O)O)c1 | 4.3 | 0.9 | 13.2 | -3.8 | -0.1 | 6.1 | 97.0 | -4.7 | 1.5 | 0.2
O=C(NCc1ccccc1)C(c1ccccc1)N(C(=O)c1csnn1)C1CC1 (configuration not stated) | -19.0 | -2.0 | 3.0 | 1.9 | 2.7 | 0.3 | 97.0 | -4.7 | 5.3 | -0.1
